High-throughput results from PubChem.
Efa HMGR inh = inhibitors of class II HMG-CoA reductase from Enterococcus faecalis. purified E. faecalis HMGR, NADPH absorbance 340 nm kinetic. inhibition, % at 10 µM. hit rate 0.41% among 190,000;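 active = inhibition above a set limit, the median over all tested compounds plus 3 SD, cut at about 9.5% in these data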;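 note: enzyme runs in reverse so mevalonate oxidation gives rising NADPH absorbance; 0% = complete reaction with DMSO and 100% = background rate lacking mevalonate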
APP 5'UTR act = activates APP 5'UTR luciferase reporter; SH-SY5Y APP 5'UTR luciferase reporter, luminescence; zero percent = DMSO vehicle wells; activation, % at 2 µM; hit rate 1% among 190,000; AID 1276;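 active = activation above a set limit, based on mean plus 3 SD of controls, cut at about 140% in these data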; note: values of inactives mirror those of a sister screen read the other way
NF-kB neuron act = raises NF-kB expression in human neuronal cells | fold change at 12.5 µM | NF-kB reporter expression; active compounds read high | hit rate 1.6% among 190,000; in the data active = fold change above about 3.3
FLuc inhib CS = Photinus pyralis luciferase inhibition counter-screen; ATPLite firefly luciferase biochemical luminescence, 10 min; hit rate 1.5% among 200,000; P08659; inhibition, % at 10 µM; AID 1006;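 active = inhibition above about 50% when tested at 10 µM, limit read from the data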
Target sequence (P08659 whole entry, looked up): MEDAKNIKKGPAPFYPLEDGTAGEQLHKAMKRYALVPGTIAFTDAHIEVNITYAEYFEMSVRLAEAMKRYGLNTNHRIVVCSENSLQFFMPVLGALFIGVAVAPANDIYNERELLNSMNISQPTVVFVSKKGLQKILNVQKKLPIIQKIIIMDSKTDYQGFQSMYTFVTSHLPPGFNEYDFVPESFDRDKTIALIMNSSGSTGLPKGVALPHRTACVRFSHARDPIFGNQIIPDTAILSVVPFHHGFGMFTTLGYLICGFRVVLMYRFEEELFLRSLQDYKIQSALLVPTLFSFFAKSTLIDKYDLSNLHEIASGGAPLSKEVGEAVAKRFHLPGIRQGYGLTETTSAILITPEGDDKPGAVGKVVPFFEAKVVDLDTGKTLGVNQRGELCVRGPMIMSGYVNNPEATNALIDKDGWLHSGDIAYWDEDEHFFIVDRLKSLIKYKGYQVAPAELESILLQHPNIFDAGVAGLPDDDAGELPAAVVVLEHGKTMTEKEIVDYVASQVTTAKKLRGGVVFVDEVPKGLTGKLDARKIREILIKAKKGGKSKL
STAT1 activator = activators of IFN-gamma induced STAT1 signaling; AID 932; NIH 3T3 STAT1-luciferase reporter, luminescence; 100% = IFN-gamma alone, no compound; activation (% of control), % at 5.5 µM; hit rate 2.6% among 200,000;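 active = activation above the screen-wide mean activation plus 3 SD, cut at about 130% in these data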;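 note: raw ratio to IFN-gamma control signal so 100% means no change and 0% no light; values of inactives mirror those of a sister screen read the other way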
FLuc act counter = affects firefly luciferase, flagging false hits in luciferase stimulation screens. activation factor at 10 µM. 200,000 tested, under 10 active. ATPlite luciferase biochemical, luminescence, 10 min; 0 = ATP-free wells, 1 = DMSO control. P08659;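 active = luciferase activation factor, scaled between plate controls, of at least 2 with compound at 10 µM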
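Material: luciferase plus luciferin reagent, cell-free. Medium: PBS buffer for ATP. Also added: ATP substrate, dispensed from a 10.24 µM working solution in PBS. Doses: test compounds dosed from 2 mM stocks in 100% DMSO. Incubation: 10 min post-reagent at room temperature. Technique: light output (luminescence). Read-out basis: luminescence gain marking luciferase activators.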
Redox H2O2 prof = compounds producing H2O2 with reducing agent – biochemical, NIH compound library profiling, artefact control for MLSCN library redox annotation, primary screen; activation, % at 10 µM; AID 878; DTT-dependent redox cycling H2O2, phenol red/HRP absorbance; 100% = 100 µM peroxide control, 0% = buffer; hit rate 0.03% among 200,000;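 active = activation of at least 50% relative to the plate's high and low controls in the primary single-dose screen; inactive = activation below 50%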;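 note: compound incubated with DTT at 0.8 mM final as the reducing agent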
Hsp70 activator = transcriptional activators of Hsp70; HeLa Hsp70 promoter luciferase reporter, luminescence; scaled: vehicle 0, proteasome-inhibitor control 100%; activation, % at 10 µM; hit rate 0.04% among 200,000; AID 1203;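 active = activation above the mean across all tested compounds plus 3 SD, cutoff set per campaign, cut at about 5.5% in these data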;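 note: 100% = MG132 at 30 µM as the positive control and 0% = DMSO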
G6PDH counter = counter-screen for G6PDH assay hits: L. mesenteroides G6PDH inhibition. Purified L. mesenteroides G6PDH, diaphorase/resazurin coupled fluorescence, 45 min. inhibition, % at 5 µM. hit rate 0.12% among 200,000; in the data active = inhibition above about 50%
APP transl inh = APP translation inhibition | inhibition, % at 2 µM | SH-SY5Y APP 5'UTR-luciferase reporter, luminescence | hit rate 0.82% among 190,000;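 active = inhibition above a set limit, derived from the sample mean plus 3 SD, cut at about 45% in these data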; note: values of inactives mirror those of a sister screen read the other way
* hit, by the source's call; . = not tested or not shown. No enrichment for hits; any-hit rate near 5.3%.

SMILES	Efa HMGR inh	APP 5'UTR act	NF-kB neuron act	FLuc inhib CS	STAT1 activator	FLuc act counter	Redox H2O2 prof	Hsp70 activator	G6PDH counter	APP transl inh
COc1ccc(-c2nc3cccc(C)n3c2NCc2ccco2)cc1OC	0	4	0.9	19	97	0.8	1.6	0.2	-36	-4
CCn1c(=O)n(CC)c2cc(S(=O)(=O)Nc3ccccc3C)c(C)cc21	1	-20	1.1	-10	92	1.1	2.7	-0.2	4	20
Cc1cccc(C)c1NS(=O)(=O)c1ccc2c(c1)NC(=O)CO2	3	16	1.2	-8	99	1.1	0.2	-0.2	3	-16
CC(C)(C)OC(=O)N[C@H](Cc1ccccc1)C(=O)N1CCC(C(=O)O)CC1	-6	-20	1.3	-7	106	1.1	-0.8	-0.1	5	20
COc1ccc(Cl)cc1-c1nc(SCC(=O)NC2CC2)n[nH]1	-7	15	1.1	2	80	1	-2.0	-0.3	5	-15
CCOC(=O)C(=NCCCN(C)C)NNc1cc(C(F)(F)F)ccc1Cl	-2	-6	0.99	2	96	1	-0.5	0.9	7	6
CCOC(=O)C12CNC(=O)C(C(=O)OCC)(CNC1=O)C2	1	6	1.4	-8	93	1.1	-0.2	-0.3	8	-6
Cc1cc(NC(=O)CSc2nccn2-c2ccc([N+](=O)[O-])cc2)no1	3	22	1	-4	95	1	-0.5	-0.3	0	-22
O=C(Oc1cccc(C(=O)N2CCOCC2)c1)c1ccc(Br)cc1	0	0	1.4	-7	101	1.1	2.5	0.2	6	0
CC(=O)Nc1ccc(OCC(O)Cn2c3ccccc3c3ccccc32)c(C)c1 (stereo unspecified)	-3	3	0.42	-7	87	1.1	-6.8	-0.4	7	-3
COc1ccc(C(c2nnnn2Cc2ccccc2)N2CCN(C(=O)c3ccco3)CC2)cc1 (stereo unspecified)	-3	-4	0.89	-8	94	1.1	1.1	0.0	6	4
CC(OC(=O)C1CC1)C(=O)Nc1cc(C(F)(F)F)ccc1Cl (stereo unspecified)	-1	13	1.5	-9	101	1.1	0.0	-0.1	-1	-12
O=c1c(-c2cccc3ccccc23)[n+]([O-])c2ccccc2n1O	-2	7	1.2	-3	99	1	1.7	-0.3	4	-8
c1ccc2nc(-c3ccncc3)ccc2c1	-3	7	1.6	6	124	0.9	3.6	-0.1	11	-7
Cc1nn(-c2cccc(Cl)c2)nc1C(=O)O	5	-3	1.5	1	107	1	-0.7	-0.2	4	3
COc1cc(CN2CCC(C(=O)N3CCC(C)CC3)CC2)cc(Br)c1O	-4	-15	1	-6	102	1.1	2.6	-0.1	9	16
c1ccc(-c2nnc(CN3CCN(c4ccccc4)CC3)o2)cc1	-1	-10	1.2	-5	99	1	-1.9	0.0	3	10
COc1ccc(C2(C(=O)N3CCCC3)CCOCC2)cc1OC	4	6	1	-1	94	1	0.4	-0.1	-8	-6
COc1cccc(N2CCN(CC(=O)C34CC5CC(CC(C5)C3)C4)CC2)c1	3	-5	1.7	-7	96	1.1	0.3	-0.3	6	5
O=S(=O)(N/N=C/c1cn(Cc2ccccc2)c2ccccc12)c1ccccc1	-3	-12	1.2	-6	106	1.1	-3.4	-0.2	-4	12
CCOC(=O)N1CCC(N2C(=O)c3ccccc3C2Nc2cc(OC)c(OC)c(OC)c2)CC1 (stereo unspecified)	-7	9	0.98	-8	95	1.1	0.0	-0.2	6	-9
O=C1c2ccccc2S(=O)(=O)N1Cc1nc2ccccc2s1	1	-8	0.19	12	52	0.9	0.1	-0.4	1	8
Cc1ccc(OCC(=O)N2N=C(c3ccc(Cl)cc3)CC2c2ccco2)c([N+](=O)[O-])n1 (stereo unspecified)	0	35	1.3	-9	96	1.1	-2.8	-0.1	1	-35
CC(=O)c1ccc(NC(=O)c2cnn3c(C(F)F)cc(C4CC4)nc23)cc1	.	-5	.	.	107	.	0.8	-0.2	.	4
Cc1c(C)n(C(=O)CSc2ncn[nH]2)c2ccccc12	3	8	0.91	-1	96	1	-0.5	0.0	10	-8
CCOC(=O)C1CCCN(C(=O)CCn2nc(-c3ccccc3)ccc2=O)C1 (stereo unspecified)	-1	5	0.86	-2	95	1	-0.9	-0.3	6	-5
CC1CCc2c(sc(NC(=O)CCCn3cnc([N+](=O)[O-])n3)c2C(N)=O)C1 (stereo unspecified)	-4	7	1.3	-4	102	1	8.2	-0.5	0	-7
O=S(=O)(c1cccc(NC(=S)N2CCN(c3ccccc3)CC2)c1)C(F)F	-1	-5	1.2	0	94	1	0.1	-0.1	1	5
CCN(CC)c1ccc(N2C(=O)/C(=C\c3cccnc3)SC2=S)cc1	4	3	1	-8	98	1.1	0.1	-0.1	3	-3
CC(C)(C)c1nnc2cccc(Cl)n12	-4	-12	1.1	-3	108	1	-1.8	0.0	7	12
Cc1ccc(S(=O)(=O)Cc2ccc(C(=O)N3CCCCCC3)o2)cc1	-7	1	0.92	-2	98	1	-0.6	-0.3	13	-1
O=C(COC(=O)c1ccccc1C(=O)c1ccccc1)NCCc1ccccc1	3	11	0.96	-5	106	1.1	-0.1	-0.4	-9	-11
C=CCc1cc2c(oc(=O)c3ccccc32)c(C)c1O	4	15	1	-4	101	1	-1.1	-0.5	10	-15
CCCCC(CC)C(=O)NCc1ccccc1OC (stereo unspecified)	-1	11	1	-10	99	1.1	0.0	-0.3	15	-11
COc1cc(/C=C(/C#N)c2ccccc2)ccc1Oc1ccc([N+](=O)[O-])cn1	2	.	0.89	-6	90	1.1	1.1	-0.1	3	.
CCN(CC)CC#CCC1(O)c2ccccc2-c2ccccc21	1	-11	1.2	-2	87	1	-5.4	0.0	0	11

Whole records, quoted from the list. Order of screens: Efa HMGR inh | APP 5'UTR act | NF-kB neuron act | FLuc inhib CS | STAT1 activator | FLuc act counter | Redox H2O2 prof | Hsp70 activator | G6PDH counter | APP transl inh
Shown for Cc1ccc(S(=O)(=O)Cc2ccc(C(=O)N3CCCCCC3)o2)cc1 : -7 | 1 | 0.92 | -2 | 98 | 1 | -0.6 | -0.3 | 13 | -1
Shown for CC1CCc2c(sc(NC(=O)CCCn3cnc([N+](=O)[O-])n3)c2C(N)=O)C1 (stereo unspecified) : -4 | 7 | 1.3 | -4 | 102 | 1 | 8.2 | -0.5 | 0 | -7
Shown for Cc1c(C)n(C(=O)CSc2ncn[nH]2)c2ccccc12 : 3 | 8 | 0.91 | -1 | 96 | 1 | -0.5 | 0.0 | 10 | -8
Shown for O=S(=O)(c1cccc(NC(=S)N2CCN(c3ccccc3)CC2)c1)C(F)F : -1 | -5 | 1.2 | 0 | 94 | 1 | 0.1 | -0.1 | 1 | 5
Shown for CC(C)(C)c1nnc2cccc(Cl)n12 : -4 | -12 | 1.1 | -3 | 108 | 1 | -1.8 | 0.0 | 7 | 12

(next part)
SMILES	Efa HMGR inh	APP 5'UTR act	NF-kB neuron act	FLuc inhib CS	STAT1 activator	FLuc act counter	Redox H2O2 prof	Hsp70 activator	G6PDH counter	APP transl inh
CCCCOc1ccc(/C=C/C2=CC(C)(C)NC(=S)N2)cc1OCC	0	30	1.2	0	114	1	-0.5	-0.3	7	-30
Cc1ccc2nc(-c3ccc(SCC(=O)Nc4nnc(C)s4)nc3)[nH]c2c1	-9	93	2.3	56*	124	0.4	0.6	-0.1	6	-93
O=C(CSc1cc(Cl)ccc1Cl)NC1CCCc2ccccc21 (stereo unspecified)	2	18	0.99	0	98	1	.	-0.1	0	-18
Cc1ncsc1C(=O)O	0	13	1.1	-4	113	1	-0.9	0.4	13	-13
COc1cccc(-n2nnnc2SCC(=O)Nc2cccc(C)n2)c1	-4	-2	1.1	-2	94	1	0.3	0.0	4	2
O=C(Cc1ccc(S(=O)(=O)N2CCCC2)s1)N1CCN(c2ccc(F)cc2)CC1	1	30	1.5	-3	92	1	-0.9	-0.2	0	-30
O=c1c2ccccc2nc2n1CCCCC2	2	-12	1.6	-8	95	1.1	-0.3	0.0	1	12
CC(=O)Nc1ccc(Nc2c3c4c(cccc4n(C)c2=O)C(=O)c2ccccc2-3)cc1	0	-8	1.2	-2	97	1	-0.3	-0.4	1	8
CCCC(C)NC(=O)CSc1nc2ccc(C)cc2[nH]1 (stereo unspecified)	3	5	0.95	-7	93	1.1	-0.6	0.2	4	-5
COc1ccc(/C=N/NC(=O)c2ccc(Cn3cc([N+](=O)[O-])cn3)o2)cc1O	-2	5	0.91	17	101	0.8	-1.4	-0.1	-1	-5
COc1ccc(NS(=O)(=O)c2ccc3c(c2)Cc2ccccc2-3)cn1	-2	8	0.96	-1	96	1	2.2	-0.1	4	-8
O=C(O)c1ccc(CSc2nnc(-c3ccncc3)n2-c2ccc(Cl)cc2)cc1	-1	4	0.97	-3	95	1	0.4	0.1	3	-4
O=C1NC(c2ccco2)Nc2sc3c(c21)CCN(Cc1ccccc1)C3 (stereo unspecified)	-8	-13	0.96	0	102	1	-0.2	-0.2	-5	13
COCCNc1c([N+](=O)[O-])c(=O)n(-c2ccccc2)c2ccccc12	1	11	1.2	-1	94	1	0.2	0.2	5	-11
CCCOc1cccc(C(=O)NC(=S)Nc2ccccc2)c1	1	46	1.2	1	116	1	-0.1	0.4	4	-46
Cc1ccc(C)c(NC(NC(=O)c2ccccn2)C(Cl)(Cl)Cl)c1 (stereo unspecified)	-4	9	1.1	0	100	1	-0.2	-0.5	6	-9
CC(/C=N/NC(=O)CSc1nc(C)cc(C)n1)=C\c1ccccc1	0	14	0.98	-8	103	1.1	0.3	-0.4	-25	-14
COc1ccc(N(CC(=O)NCc2cccnc2)S(=O)(=O)c2ccc(C)c([N+](=O)[O-])c2)cc1	-5	4	0.88	-9	118	1.1	-0.4	0.5	7	-4
Cc1nc(NC(=O)Nc2ccc(Cl)cc2)sc1C	0	101	1.9	18	143*	0.8	0.1	-0.1	13	-101
O=c1c2[nH]c3ccccc3c2nc2n1CCCS2	-2	37	1.5	26	100	0.7	-2.3	-0.1	4	-37
O=C(c1ccc(S(=O)(=O)NCc2ccco2)cc1)N1CCN(Cc2ccccc2)CC1	4	0	1.1	0	99	1	0.6	-0.1	4	0
CCc1ccc(C(=O)NCc2cnn(C)c2)s1	0	32	1.3	5	111	0.9	0.1	-0.3	0	-32
CC1=NN(C(=O)c2csc(C)c2)C(O)(C(F)(F)F)C1 (stereo unspecified)	-5	27	1.6	-5	99	1	0.1	-0.4	-10	-27
Cc1nn(-c2ccccc2)c(Cl)c1C1C(C#N)=C(N)OC2=C1C(=O)CC(C)(C)C2 (stereo unspecified)	1	10	0.96	-7	102	1.1	0.4	1.0	8	-10
Cc1cccc(NC(=O)CSc2nnc(-c3cnccn3)n2Cc2ccco2)c1	-5	2	0.87	-6	97	1.1	-4.3	-0.2	5	-2
CCCc1c(C)nn(C(=O)/C(C#N)=N/Nc2ccccc2[N+](=O)[O-])c1C	-4	65	0.91	-1	109	1	-1.7	-0.1	-4	-64
O=C1C=C(NCc2ccccc2)C2(CCCCC2)O1	0	-6	1.2	-5	101	1.1	1.3	0.4	-1	6
CC1=NN(c2ccccc2)C(=O)C1(C)[N+](=O)[O-] (stereo unspecified)	5	-1	0.89	-5	102	1.1	-0.2	-0.2	-10	1
Cc1ccc(O)c(C(=O)c2cnc3onc(-c4ccc(F)cc4)c3c2)c1	-2	11	1	-3	102	1	-0.3	-0.2	-2	-11
CC1(C)C=C(c2ccc(C(=O)O)s2)CC(C)(C)N1	-6	7	1.1	-6	95	1.1	0.0	-0.2	6	-7
